From PubChem BioAssay
Pf Dd2 inh = blocks in vitro growth of P. falciparum Dd2. P. falciparum Dd2 growth, SYBR Green, 72 h. Potency, µM (highest dose often 28.9 µM), inactives show top-dose activity, negative = inhibition, usual class: inhibitors. 120,000 tested, 4.3% active. AID 1347417; active = well fitted inhibition curve with a large enough effect; inconclusive = small, poorly fitted or top-dose-only effect; inactive = no such curve, though single readings can be large or run the other way;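 note: plate controls were DMSO vehicle for no effect and reference drug for full effect; nearly all actives have a fitted effect of over 65% in size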
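Readout: SYBR Green fluorescence, 485 nm excitation, 535 nm emission, after ~16 h lysis at 37C. Before that, Dd2-infected red cells (2.5% hematocrit) grew 72 h with compound, 29 uM top final concentration.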
* = called active by the depositor; i = inactive; ? = inconclusive; [ ] = another dose, or the depositor's remark. Potency is the fitted concentration of half-maximal effect.

SMILES	Pf Dd2 inh
COc1ccc(C2(C(=O)N3CCN(C(=O)N4CC5CC(C4)[C@H]4CCCC(=O)N4C5)CC3)CC2)cc1 (some centres not stated)	-8%
CC[C@@]1(O)CCN(C(=O)c2cccc(OCc3cccc(F)c3)c2)C[C@H]1O	-1%
Cc1cc(Nc2cccc(C(F)(F)F)c2)ncn1	?
CCC(=O)N1Cc2ccccc2CC2(CCN(Cc3ccc(OC)cc3)C2)C1 (configuration not stated)	?
O=C(NCCn1cc(SCc2ccc(Br)cc2)c2ccccc21)c1cccs1	?
CCc1ccc(CNC(=O)CN2C(=O)NC3(CCOCC3)C2=O)cc1	14%
CC(C)=CCN1Cc2ccccc2NC(=O)C12CCNC2 (configuration not stated)	-14%[44.1 µM]
Cc1cc(N2CCCCC2)nc2ccc(NC(=O)/C=C/c3ccccc3OC(C)C)cc12	2.8µM*
CCOC(=O)c1[nH]c(C)c(CCC(=O)Nc2ccc(Br)c(C)c2)c1C	-18%
O=C(NCc1ccncc1)c1cc(C2CC2)nc2c1c(C1CCCN1)nn2-c1ccccc1 (configuration not stated)	8.9µM*
N#Cc1cccnc1N1CCC(NC(=O)c2ccc3cccc(F)c3n2)CC1	i
COc1ccc(-c2noc(CSc3nc(C)cc(=O)[nH]3)n2)cc1OC	-11%
CCOCCCNC(=O)c1c[nH]c2ccc(S(=O)(=O)Nc3cccc(Cl)c3C)cc2c1=O	1%
CN(Cc1ccccc1)C(=O)c1cnc2c(c1)N(C(=O)CCc1ccccc1)CCC2	?
CN1CCc2c([nH]c3ccccc23)C12CCN(C(=O)Cc1cccnc1)CC2	-27%
COCC(=O)NC[C@H]1C[C@@H]2CCN1C[C@@H]2CN1CCc2ccccc2C1	-12%[44.1 µM]
CC(C)Oc1ccccc1CN1CCC2(CC1)CC(O)CCO2 (configuration not stated)	5µM*
C=Cc1ccc(Cn2c(=O)c(-c3noc(C)n3)c3n(c2=O)CCCCC3)cc1	i
COc1ccc(Cl)cc1NC(=O)c1cnc2sc(N3CCOCC3)nn2c1=O	21%
COc1cccc2c1OCCCN(C(=O)C1COc3ccccc3C1)C2 (configuration not stated)	?

3 compounds picked at random from those above:
SMILES	Pf Dd2 inh
CCOCCCNC(=O)c1c[nH]c2ccc(S(=O)(=O)Nc3cccc(Cl)c3C)cc2c1=O	1%
COc1ccc(-c2noc(CSc3nc(C)cc(=O)[nH]3)n2)cc1OC	-11%
CC(C)Oc1ccccc1CN1CCC2(CC1)CC(O)CCO2 (configuration not stated)	5µM*

More records.
SMILES	Pf Dd2 inh
COc1ccc(NC(=O)CSc2nc(-c3ccco3)cc(C(F)(F)F)n2)c(OC)c1	25%
O=C(NCCc1noc(C2CC2)n1)C1CCC1	17%
COc1ccc(OC)c(NC(=O)Nc2c(C)n(C)n(-c3ccccc3)c2=O)c1	13%
CCOc1ccccc1NC(=O)N1CCc2nc(OCCOC)ccc2C1	i
O=C([C@H]1C[C@H](Oc2ccccc2)CN1C(=O)Cc1cccc(F)c1)N1CCOCC1	-5%
Cc1cc2nc3n(c(=O)c2n1CC(=O)Nc1ccccc1F)CCCC3	103%[activator]
COc1cccc(C(=O)NC2=NC(c3ccc(N(C)C)cc3)CC(=O)N2)c1 (configuration not stated)	-1%
COc1ccc(C2(C(=O)NC3CCc4n[nH]c(=O)n4CC3)CC2)cc1 (configuration not stated)	12%
O=C(C1=NO[C@@H]2CN(c3ccc(F)c(Cl)c3)C[C@H]12)N1CCOCC1	?
O=C(NCCc1ccncc1)C1CN(C(=O)c2ccc(F)cc2)CC12CCOCC2 (configuration not stated)	19%
COc1cccc(NC(=O)c2ccc3c(c2)NC(C)(COc2ccccc2)CO3)c1 (configuration not stated)	-19%[44.1 µM]
CC(C)(C)C(=O)N1CCn2c(nnc2-c2ccccc2)C1	i
Cc1ccc(NC(=O)Nc2nnc(SCC(=O)N3CCC(C)CC3)s2)cc1	?
Cc1cc(=O)cc(C(=O)NC2CC(c3cc(=O)[nH]c(C4CC4)n3)C2)o1 (configuration not stated)	-12%
O=C(Nc1cccc(-c2ccc(N3CCOCC3)nn2)c1)Nc1ccc(F)cc1F	?
O=C(Nc1cccc(C(F)(F)F)c1)c1nc2c(o1)CCN(CC1CC1)CC2	?
CC1(C)[C@H](Cc2cc(COc3ccccc3)on2)C[C@@H]1NC(=O)c1cccs1	?
Cc1ccc(C)c(S(=O)(=O)c2nnn3c2nc(NCc2cccs2)c2sccc23)c1	?
Fc1cccc(-c2cn[nH]c2C2CCNCC2)c1	6%
O=C(COCc1cc(-c2cccs2)on1)NCc1ccc(F)cc1	4%
O=C1NCCCCCN(C(=O)Cc2cccc(F)c2)[C@@H]2CCCC[C@H]12	i
O=C(NC1CCN(c2cc(-c3ccccc3)[nH]n2)CC1)c1cnccn1	?
COc1ccc(C(=O)Nc2ccc([C@H]3OCC(=O)N(Cc4nccn4C)[C@@H]3CO)cc2)cc1	-2%
COc1ccccc1N1CCN(C(=O)CCn2ccc(=O)[nH]c2=O)CC1=O	17%
Cn1c(=O)[nH]cc(CC(=O)N2CCCC(c3cccc(C(=O)O)c3)C2)c1=O (configuration not stated)	-1%
O=S(=O)(c1ccc2[nH]c3c(c2c1)CCCC3)N1CCN(c2cccc(C(F)(F)F)c2)CC1	?
COc1cccc([S+](=O)([O-])N2CCC3(COc4ccccc4C(=O)N3)C2)c1 (configuration not stated)	?
Cc1ccc(/C=C/c2onc(C)c2S(=O)(=O)N2CCC(C(=O)NCc3ccc(C)o3)CC2)cc1	?
COc1ccc(C)cc1NC(=O)CN(C)S(=O)(=O)c1ccc2c(c1)CCCN2C(C)=O	8%
CCOc1ccccc1NC(=O)C(NS(=O)(=O)c1ccc2c(c1)CCC(=O)N2)c1ccccc1 (configuration not stated)	21%
COCCN(Cc1cccs1)C(=O)CN1CC2CC(C1)[C@H]1CCCC(=O)N1C2 (some centres not stated)	-1%
CN(C)C(=O)c1n[nH]c2c1CN(C(=O)CCc1ccccc1)CC2	-22%
CCCCN(CC)C(=O)Cn1c(=O)n(-c2ccc(OCC)cc2)c(=O)c2c3c(sc21)CCC3	-20%
CCSc1ncc(Cl)c(C(=O)Nc2ccc(S(=O)(=O)N3CCCCC3)cc2)n1	6%
O=C(Cc1ccccc1)N1CCc2c(nc(-c3ccccc3)[nH]c2=O)C1	i
CCOc1ccc(Nc2ncncc2-c2nc(-c3ccccc3)no2)cc1	2%
CCOc1ccc(CCNC(=O)C2=C(C)C(=O)OC23CCC(C)CC3)cc1OCC (configuration not stated)	0%
Cc1cccc(NS(=O)(=O)c2ccc3c(c2)CCN3C(=O)CCC(=O)O)c1C	24%
COC[C@@H]1CN(Cc2ccc(C)cn2)C[C@H]1C(=O)NC1CC1	i
CCn1cc(CN2CC(Oc3ccc(-c4noc(-c5cccnc5)n4)cc3)C2)cn1	?

Shown in CSV form: entries from further up
structure,Pf Dd2 inh
CCSc1ncc(Cl)c(C(=O)Nc2ccc(S(=O)(=O)N3CCCCC3)cc2)n1,6%
CCCCN(CC)C(=O)Cn1c(=O)n(-c2ccc(OCC)cc2)c(=O)c2c3c(sc21)CCC3,-20%
CCOc1ccc(CCNC(=O)C2=C(C)C(=O)OC23CCC(C)CC3)cc1OCC (configuration not stated),0%
CCc1ccc(CNC(=O)CN2C(=O)NC3(CCOCC3)C2=O)cc1,14%
O=C(NCCn1cc(SCc2ccc(Br)cc2)c2ccccc21)c1cccs1,?
COc1ccc(C2(C(=O)N3CCN(C(=O)N4CC5CC(C4)[C@H]4CCCC(=O)N4C5)CC3)CC2)cc1 (some centres not stated),-8%
COc1ccc(-c2noc(CSc3nc(C)cc(=O)[nH]3)n2)cc1OC,-11%

(more compounds)
SMILES	Pf Dd2 inh
O=C(c1csc(-c2cccs2)n1)N1CCCC1c1nc2ccccc2[nH]1 (configuration not stated)	-25%
CC(=O)N1CCC(C(=O)NCC(=O)N2CCCCCCNC(=O)CC2c2ccccc2)CC1 (configuration not stated)	29%
CCOc1cccc(NC(=O)CSc2ncc(-c3ccc(Cl)cc3)[nH]2)c1	?
COc1ccc2[nH]c3c(c2c1)CCNC31CCN(C(=O)C2CCC2)CC1	?
COc1ccc(OC)c(S(=O)(=O)N2CCn3c(nn(CC4CC4)c3=O)C2)c1	-12%
COc1ccc(-c2cc(N3CCCN(C(=O)c4ccc(F)c(Cl)c4)CC3)n[nH]2)cc1	-7%
COc1cccc(N2CCN(c3nc(C(=O)NCc4ccccc4F)cs3)CC2)c1	?
Cc1ccc(CNc2nc(-c3ccco3)nn2S(=O)(=O)c2ccc3ccccc3c2)cc1	?
Cc1cn2nc(C(=O)NCc3cccc(Cl)c3)cc2c(=O)[nH]1	8%
COc1ccc2c(c1)c(CN1CCCCCCN(C)C(=O)[C@@H]3CCC[C@@H]31)cn2C	?
COc1cccc([S+](=O)([O-])N2CCC3CC(=O)NCCC3C2)c1 (configuration not stated)	-2%
O=C(NCc1ccc(F)cc1)c1ccc(Nc2nc3ccccc3n3nnnc23)cc1	-21%
CCCCNC(=O)c1ccc2c(c1)NC(=O)C(CS(=O)(=O)Cc1cccc(C)c1)N2 (configuration not stated)	-20%
CC(=O)N1c2ccccc2CC1C(=O)N1CCN(c2ccccc2F)CC1 (configuration not stated)	4%
Cc1ccc(NC(=O)C2CCN(S(=O)(=O)c3c(C)noc3C)CC2)cc1	-11%
CC[C@H]1CN2CC[C@H]1C[C@@H]2CNC(=O)N1CCOCC1	-14%[44.1 µM]
CN1CCCC2(CCN(C(=O)Cc3c[nH]c(=O)n(C)c3=O)C2)C1=O (configuration not stated)	-6%
N#Cc1ccc(CN2CCC3(CC2)CNc2ccccc2[S+](=O)([O-])N3)cc1	?
CCCNC(=O)C(NC(=O)CC(C)C)C1CCN(C(=O)c2ccc3c(c2)OCO3)CC1 (configuration not stated)	i
Cc1nc(-c2cn(C3CCCN(C(=O)c4ccc(C#N)cc4)C3)nn2)no1 (configuration not stated)	?
COCCc1noc([C@@H]2CC(F)(F)CN2C(=O)c2cc(C)on2)n1	34%[activator]
NC(c1ccccc1)c1nnc2n1CCN(C(=O)N1CCCC1)C2 (configuration not stated)	51%[activator]
CCOc1cccc(CNC(=O)c2ccc3c(c2)N(S(=O)(=O)c2ccccc2)CC3)c1	?
Oc1cc(-c2nc3ccccc3s2)cc2c1OCCN(Cc1ncccn1)C2	?
CC(=O)c1ccc(NC(=O)CSc2c(C(C)C)cnc3c2c(=O)n(C)c(=O)n3C)cc1	-7%
COc1ccc(-c2cc(N3CCC(NC(=O)c4cccs4)CC3)n[nH]2)cc1	?
CN(C)[S+](=O)([O-])c1ccc2c(c1)OCCN(Cc1cc(F)ccc1F)C2	-15%[44.1 µM]
COc1ccc(OC)c(C2CC(=O)Nc3c2c(=O)[nH]c2ncnn32)c1 (configuration not stated)	0%
CCS(=O)(=O)N1CC(=O)N(c2cc(C)ccc2C)C(C)(C(=O)NC2CCCCC2)C1 (configuration not stated)	i
O=C(c1ccc(Cn2ccnc2)o1)N1CCCn2nc(CO)cc2C1	-14%
COC1CCOC2(CCNCC2)C1 (configuration not stated)	1%
Cc1ccc2c(=O)cc(C(=O)Nc3sc4c(c3C(=O)NCC3CCCO3)CCCC4)oc2c1 (configuration not stated)	27%
Cc1ccc([S+](=O)([O-])N2CCCC(c3nn(-c4ccc(F)cc4)c(=O)[nH]3)C2)cc1 (configuration not stated)	i
O=c1[nH]c(SCc2c(F)cccc2Cl)nc2c1CCC2	i
Cc1ccc(N2C(=O)c3n[nH]c(C)c3C2c2ccc(Cl)cc2)cc1 (configuration not stated)	-18%
Cc1cccc(OCC(=O)N2[C@H]3CC[C@@H]2c2cnc(-c4ccccc4)nc2C3)c1	?
CN1CCC(N2CC[C@H](c3nnc(-c4ccccc4F)o3)C2)CC1	?
Cc1ccc(N(C)C(=O)C2CCN(S(=O)(=O)c3ccc4c(c3)CCCN4C(=O)C3CCC3)CC2)cc1	-4%
COC1CN(c2ccc(C)cc2)C12CCN(C(=O)c1ccco1)CC2 (configuration not stated)	?
Cn1cnc(S(=O)(=O)N2CCC(c3nc(C4CC4)no3)C2)c1 (configuration not stated)	-20%
c1cncc(C2=NOC3(CCCN(CC4CCCC4)C3)C2)c1 (configuration not stated)	?
COc1cc2c(cc1OCc1ccccc1)NC(=O)C21CCN(c2cnccn2)CC1	-25%[44.1 µM]
Oc1ccccc1CN(CCN1CCCCC1)CC1CCCN(C2CCCC2)C1 (configuration not stated)	i
Cc1ccccc1C(=O)NC1(C(F)(F)F)C(=O)Nc2c1c(=O)[nH]c(=O)n2CCc1ccccc1 (configuration not stated)	31%[activator]
Cc1ccc(-n2ncc3c(NC4CCCCC4)ncnc32)cc1	10%
CCOc1ccccc1CNC(=O)c1ccc2c(c1)sc1nc(-c3cccc(OC)c3)cn12	11µM*
COc1ccc(NC(=O)Nc2ccccc2OCc2cc(=O)n3ccccc3n2)c(OC)c1	13%
O=C(NCc1nnc2ccc(-c3ccccc3)nn12)c1ccc(Cl)cc1	-19%
COc1ccc(-c2cnc3n2CC(C(=O)NCC2CC2)CC3)cc1 (configuration not stated)	-12%
O=C1CCCN1CCC1CCCCN1C(=O)c1cn(Cc2ccc(F)cc2Cl)nn1 (configuration not stated)	-1%
O=C(NC1CCN(c2cc(-c3cccs3)[nH]n2)C1)c1ccccc1Br (configuration not stated)	i
C=Cc1cccc(-c2nccn2-c2cccc(CN)c2)c1	-28%
CCOc1ccc(NC(=O)COc2ccc(S(=O)(=O)NC3CCCCC3)cc2)cc1	-19%

These rows are one share of the data, so the mix of outcomes need not match the whole.
